Compound activity: PubChem, The Scripps Research Institute Molecular Screening Center
PREPL inh: PREPL enzyme inhibitors, primary screen, biochemical, fluorescence polarization | recombinant PREPL, fluorescence polarization activity-based probe | inhibition, % at 5.96 µM | hit rate 0.68% among 320,000 | AID 2751, 2010; in the data active = inhibition above about 43%;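 note: 0% = enzyme with DMSO and 100% = wells lacking enzyme; many of its hits are not listed in these tables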
GSTO1 counter: inhibitors of recombinant GSTO1, primary screen, counter-screen for RBBP9 inhibitor project, biochemical, fluorescence polarization | activity-based probe fluorescence polarization | inhibition, % at 5.96 µM | hit rate 1.1% among 300,000;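 active = inhibition above the campaign mean inhibition plus 3 SD, cut at about 35% in these data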;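 note: 0% = GSTO1-1 with DMSO and 100% = wells lacking GSTO1-1 enzyme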
Target sequence (P78417 whole entry, looked up): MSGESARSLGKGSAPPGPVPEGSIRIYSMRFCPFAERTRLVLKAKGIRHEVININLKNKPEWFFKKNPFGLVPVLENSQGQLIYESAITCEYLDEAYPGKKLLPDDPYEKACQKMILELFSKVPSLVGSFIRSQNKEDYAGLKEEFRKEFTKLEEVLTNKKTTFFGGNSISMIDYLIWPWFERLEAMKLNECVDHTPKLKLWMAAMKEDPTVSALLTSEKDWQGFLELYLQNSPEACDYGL
PAFAH1B2 FP inh: PAFAH1B2 enzyme inhibitors, primary screen, biochemical, fluorescence polarization, human; Platelet-activating factor acetylhydrolase IB subunit alpha2 (Homo sapiens), P68402; recombinant PAFAH1B2, FP-rhodamine activity probe; inhibition, % at 3.39 µM; hit rate 1.2% among 340,000; AID 492953, 2010;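 active = inhibition above the mean of all tested compounds plus 3 SD, cut at about 24% in these data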;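 note: 0% = enzyme with DMSO and 100% = wells lacking PAFAH1B2; many of its hits are not listed in these tables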
Target sequence (P68402 whole entry, looked up): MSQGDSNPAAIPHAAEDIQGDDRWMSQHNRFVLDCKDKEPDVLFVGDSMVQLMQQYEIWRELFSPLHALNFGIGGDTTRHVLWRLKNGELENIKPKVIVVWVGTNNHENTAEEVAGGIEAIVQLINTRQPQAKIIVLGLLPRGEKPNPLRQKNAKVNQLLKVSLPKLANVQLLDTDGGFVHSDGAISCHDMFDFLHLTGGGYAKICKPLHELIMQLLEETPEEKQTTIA
LYPLA1 inh: LYPLA1 inhibitors, primary screen, counter-screen for PME1 inhibitor project, biochemical, fluorescence polarization, FP-Rh probe ABPP; recombinant LYPLA1; inhibition, % at 5.9 µM; AID 2174, 2009; Acyl-protein thioesterase 1 (Homo sapiens), O75608; hit rate 0.16% among 320,000;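 active = inhibition above the mean of all tested compounds plus 3 SD, set per campaign, cut at about 14% in these data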;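 note: inhibitors block serine hydrolase probe labeling of LYPLA1 so polarization falls; 0% = enzyme with DMSO and 100% = wells lacking LYPLA1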
Target sequence (O75608 whole entry, looked up): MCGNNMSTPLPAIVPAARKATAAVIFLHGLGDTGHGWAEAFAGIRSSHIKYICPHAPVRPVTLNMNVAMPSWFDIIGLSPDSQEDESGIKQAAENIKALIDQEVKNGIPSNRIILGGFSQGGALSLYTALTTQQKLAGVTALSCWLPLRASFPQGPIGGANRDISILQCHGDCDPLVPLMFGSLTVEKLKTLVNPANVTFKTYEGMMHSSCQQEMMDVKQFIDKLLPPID
PAFAH1B3 FP inh: PAFAH1B3 enzyme inhibitors, primary screen, biochemical, fluorescence polarization, human; AID 492972, 2010; hit rate 0.28% among 340,000; inhibition, % at 3.39 µM; Platelet-activating factor acetylhydrolase IB subunit alpha1 (Homo sapiens), Q15102; recombinant PAFAH1B3, FP-rhodamine probe;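 active = inhibition above the screen-wide average of all tested compounds plus 3 SD, cut at about 25% in these data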;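 note: 0% = enzyme with DMSO only and 100% = wells lacking PAFAH1B3 protein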
Target sequence (Q15102 whole entry, looked up): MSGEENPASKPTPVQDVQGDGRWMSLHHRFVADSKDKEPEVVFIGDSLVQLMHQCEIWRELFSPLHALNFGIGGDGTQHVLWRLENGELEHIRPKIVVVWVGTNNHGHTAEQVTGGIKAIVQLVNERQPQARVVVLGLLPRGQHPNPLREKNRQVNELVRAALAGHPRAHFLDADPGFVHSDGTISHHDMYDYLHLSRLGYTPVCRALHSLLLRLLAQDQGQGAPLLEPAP
PAFAH2 inh: PAFAH2 enzyme inhibitors, primary screen, biochemical, fluorescence polarization, human. Platelet-activating factor acetylhydrolase 2, cytoplasmic (Homo sapiens), Q99487. recombinant PAFAH2, FP-rhodamine activity probe. hit rate 0.99% among 340,000. inhibition, % at 3.39 µM;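 active = inhibition above the mean over all tested compounds plus 3 SD, cut at about 30% in these data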;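 note: inhibitors block probe labeling of enzyme so polarization drops; 0% = enzyme with DMSO and 100% = wells lacking PAFAH2 protein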
PAD4 FP inh: human PAD4 inhibitors, primary screen, biochemical, fluorescence polarization, 1536-well format. hit rate 0.41% among 330,000. AID 485272, 2010. inhibition, % at 6.36 µM. recombinant PAD4, RCA probe fluorescence polarization;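 active = percent inhibition above a cutoff equal to the mean of all tested compounds plus 3 SD, cut at about 15% in these data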;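 note: 0% = PAD4 with RCA probe and DMSO and 100% = probe without PAD4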
LYPLA2 inh: LYPLA2 inhibitors, primary screen, counter-screen for PME1 inhibitor project, biochemical, fluorescence polarization, FP-Rh probe ABPP; inhibition, % at 5.9 µM; recombinant LYPLA2; hit rate 0.38% among 320,000;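 active = inhibition above the screen-wide mean plus 3 SD, limit set per campaign, cut at about 26% in these data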;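 note: 0% = LYPLA2 with DMSO and 100% = wells lacking LYPLA2 enzyme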
pPAFAH inh: pPAFAH enzyme inhibitors, primary screen, biochemical, fluorescence polarization, human. Platelet-activating factor acetylhydrolase (Homo sapiens), Q13093. recombinant pPAFAH, FP-rhodamine probe fluorescence polarization. inhibition, % at 3.39 µM. hit rate 1.5% among 330,000. AID 463082, 2010;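 active = inhibition above the mean inhibition across the screen plus 3 SD, cut at about 25% in these data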;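 note: inhibitors block binding of the rhodamine activity-based probe so polarization drops; 0% = enzyme with DMSO and 100% = wells lacking pPAFAH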
* hit, by the source's call; . = no result given. An excerpt; rates above refer to the full screens.

SMILES,pPAFAH inh,PAFAH2 inh,PREPL inh,GSTO1 counter,LYPLA2 inh,PAFAH1B3 FP inh,LYPLA1 inh,PAFAH1B2 FP inh,PAD4 FP inh
Cc1c(O)c(=O)c2ccccc2n1C,4,2,6,10,1,13,0,-1,6
Nc1ccccc1Nc1cc(-c2ccccc2)nn1-c1ccccc1,1,0,15,-3,8,4,0,-1,-4
CC1CC(C)CN(C(=O)CCCNC(=O)c2ccc(Cl)cc2)C1 (centres undefined),3,-4,10,2,10,3,-2,-3,-2
Cc1nnc(SCC(=O)N(Cc2ccccc2)C(C)C)n1-c1ccccc1,3,9,3,9,-1,3,-2,7,-1
Cc1cc(=O)oc2cc(NC(=S)NCc3ccccn3)ccc12,4,-1,5,1,9,3,3,4,2
CNC(=S)SCCOc1ccccc1C,6,0,-2,1,3,3,-1,0,-1
CCC(C)NS(=O)(=O)c1ccc(OCC(=O)N2CCCC2)cc1 (centres undefined),27*,3,3,-3,1,2,-4,-3,-5
Cc1cc(C)cc(OCC(=O)OC(C)C(=O)Nc2c(C)n(C)n(-c3ccccc3)c2=O)c1 (centres undefined),11,6,-1,-1,7,6,1,6,-2
COC(=O)c1ccc(CNC(=O)CN(CCC(C)C)S(=O)(=O)c2ccc3c(c2)OCCO3)cc1,0,-1,-10,0,4,3,-2,5,-1
CCN(CC)S(=O)(=O)c1ccc2oc(C(=O)NC3CCCc4ccccc43)c(C)c2c1 (centres undefined),8,-6,2,-10,0,6,-6,-6,1
Cc1ccc([N+](=O)[O-])cc1N=C1C(=O)Nc2ccccc21,2,0,6,-2,-3,10,1,7,-6
CCC(C)(C)n1nnnc1C(c1cccs1)N1CCN(Cc2ccccc2)CC1 (centres undefined),5,7,23,-5,8,-4,-2,-1,-4
Cc1oc(C(=O)O)cc1COc1cccc2cccnc12,28*,22,2,17,7,16,1,9,-1
C=CCNC1=C(Cl)C(=O)N(Cc2ccccc2)C1=O,4,0,-6,25,1,2,1,5,1
CCS(=O)(=O)n1nc(-c2ccc(Cl)cc2)nc1SCc1ccccc1,4,.,-20,-8,-6,.,-5,.,-2
CC(C)C(=O)N1CCC2(CC1)Oc1ccc(Cl)cc1C(=O)C21CC(c2cccnc2)=NO1 (centres undefined),9,2,1,2,8,3,5,-2,-3
Cc1ccc(NC(=O)CSCC(=O)N2c3ccccc3CCc3ccccc32)cc1,-1,-1,-1,3,-4,2,-5,3,-2
Cc1cccc(Nc2nnc(-c3ccc(C(=O)N4C[C@H]5C[C@H](C4)c4cccc(=O)n4C5)cc3)c3ccccc23)c1,8,7,9,1,-3,-2,0,-2,-5
CCn1ncc(Br)c1C(=O)Nc1ccn(C23CC4CC(CC(C4)C2)C3)n1,0,0,-7,-6,3,6,-2,11,-3
COc1cc(CNCC(O)c2ccccc2)ccc1OCc1ccc(Cl)nc1 (centres undefined),2,-3,8,2,15,4,0,2,5
O=C(CCN1CCN(S(=O)(=O)c2ccc(Cl)cc2)CC1)Nc1ccccc1F,0,3,-39,-6,4,-4,0,23,-1
CC(C)(C)[C@@H]1C=C(C(=O)NCc2ccccc2)O[C@H](OCc2ccc(CO)cc2)C1,1,0,15,-5,-6,6,0,1,-3
O=C(CCCCCn1c(=S)[nH]c2cc3c(cc2c1=O)OCO3)N1CCN(c2ccc(F)cc2)CC1,6,9,-24,8,16,7,3,4,4
COc1ccc(C)cc1S(=O)(=O)N1CCC(C(=O)NCCC2=CCCCC2)CC1,10,6,20,-6,9,2,-1,6,-6
CCn1nc(C)cc1C(=O)N1CCCC(C(=O)c2ccccc2SC)C1 (centres undefined),3,2,13,4,13,2,-1,2,-1

Next section.
SMILES,pPAFAH inh,PAFAH2 inh,PREPL inh,GSTO1 counter,LYPLA2 inh,PAFAH1B3 FP inh,LYPLA1 inh,PAFAH1B2 FP inh,PAD4 FP inh
S=C1NC[C@H](Cc2cccc3ccccc23)N1CC1CCCCC1,-8,2,2,4,-7,-1,-1,1,-7
CC(C)OCCCn1c(SCC(=O)Nc2ccccc2C(F)(F)F)nc2nccnc2c1=O,3,4,6,19,6,6,-4,3,-1
O=C(C1=NN[C@@H]2C(=O)N(c3ccccc3C(F)(F)F)C(=O)[C@H]12)C(c1ccccc1)c1ccccc1,1,-1,0,4,3,3,-2,8,0
CC1CCN(C(=O)C(C)OC(=O)CSc2ccc([N+](=O)[O-])cc2)CC1 (centres undefined),5,-1,-38,.,4,6,2,8,-2
Cn1nc(CC(=O)NCCN2C(=O)CSC2=O)c2ccccc2c1=O,1,0,11,9,8,-2,-1,1,4
COc1ccc(-c2cnnc(N/N=C/c3ccc(O)cc3)n2)cc1,4,-1,3,5,-7,-5,-8,-1,-3
COc1ccc(OC)c(NC(=O)c2nc(S(=O)(=O)Cc3ccccc3)ncc2Cl)c1,7,6,24,-2,4,2,0,1,-2
COC(=O)c1c(NS(=O)(=O)c2ccccc2)csc1C,7,7,-1,4,-4,9,0,6,-1
CC(=O)N/C(N)=N/c1nc(=O)c2ccccc2s1,3,15,18,2,3,4,-1,5,6
COC(=O)[C@H]1[C@H]2C[C@H]3c4[nH]c5ccccc5c4CCN3C[C@H]2CC[C@@H]1O,2,4,-1,8,-2,5,0,0,-1
Cc1cccc(N2CCN(S(=O)(=O)c3ccc4[nH]c(=O)c(=O)[nH]c4c3)CC2C)c1 (centres undefined),1,.,17,14,2,.,-1,.,-4
O=C(NCc1ccco1)c1cnc2sccn2c1=O,4,5,-4,-4,1,-4,3,2,1
COc1ccc(-c2nn(-c3ccccc3)cc2CNCCN2CCOC2=O)c(F)c1,-7,-3,7,-1,-9,3,-2,3,-5
Cn1c(CNc2nc(-c3ccccc3)cs2)nnc1SCC(=O)OC1CCCCC1,3,7,18,10,4,0,1,4,-3
CC(C)CCOc1ccc(C(CC(N)=O)C(=O)O)cc1 (centres undefined),0,-2,7,-1,-1,7,4,3,-1
COc1cc(CNCc2ccccn2)ccc1OCC(=O)NC1CCCCC1,2,6,2,-2,-4,1,-3,2,3
Cc1ccc(NC(=O)C(=O)NCC2CCCO2)cc1 (centres undefined),1,-7,6,1,1,3,-1,-2,-8
O=C(N1CCOCC1)N1CCOCC1,4,7,-7,5,6,-2,3,10,-7
COc1ccc2[nH]c(C)c(CCNC(=S)Nc3ccccc3C)c2c1,-4,9,14,0,6,4,2,-1,-2
CCOC(=O)N1CCN(C(=O)NC23CC4CC(CC(C4)C2)C3)CC1,0,0,4,-1,7,8,2,5,6
COC(=O)c1cn(NC(=O)Cc2ccc(Cl)cc2)c(=O)c2ccccc12,3,-2,-13,-1,-4,6,1,1,0
Cc1cc(NC(=O)Cn2nc(C(=O)O)c3ccccc3c2=O)c([N+](=O)[O-])cc1C,-3,-3,5,3,-1,-1,5,-4,-3
COC(=O)C1=C(C)NC2=C(C(=O)CC(C)(C)C2)C1c1cnn(C)c1C (centres undefined),0,-10,-4,-3,11,6,6,5,8
Cc1nn(C)cc1C(C)NC(=O)c1cc(COc2ccc(F)c(F)c2)on1 (centres undefined),4,18,5,-4,6,7,-8,5,-1
Cn1nnnc1SCc1ccc([N+](=O)[O-])cc1,2,-5,11,5,11,4,-1,5,0

Carrying on.
SMILES,pPAFAH inh,PAFAH2 inh,PREPL inh,GSTO1 counter,LYPLA2 inh,PAFAH1B3 FP inh,LYPLA1 inh,PAFAH1B2 FP inh,PAD4 FP inh
CC(=O)C[C@@H](O)CC(=O)[C@H]1OC(=O)CCCCCCCCc2ccccc21,0,-3,10,.,.,4,.,43*,0
COC(=O)C1=CO[C@@H](O[C@@H]2O[C@H](CO)[C@@H](O)[C@H](O)[C@H]2O)C2C1CC(O)O[C@H]2C (some centres undefined),0,-1,4,.,.,9,.,9,-4
CC(C)(C)OC(=O)N1CCC(c2c(C(=O)NCC3CCN(C4CCCC4)C3)cnn2-c2ccccc2Cl)CC1 (centres undefined),0,5,6,3,8,3,7,1,2
O=C(COC(=O)c1ccccc1C(=O)OCC(=O)NCCc1c[nH]c2ccccc12)NCCc1c[nH]c2ccccc12,20,0,29,-2,-7,5,-7,5,4
CCOC(=O)CSc1nnc(CNC(=O)c2ccc(OC)c(OC)c2)n1C,-2,-1,3,4,-4,2,-4,1,-2
Cc1ccc([N+](=O)[O-])cc1S(=O)(=O)NCCc1c(C)[nH]c2c(C)cccc12,5,4,7,1,7,-4,1,4,4
CCC(=O)Nc1c2c(nn1-c1ccc(C)cc1)CS(=O)(=O)C2,2,4,16,9,2,0,0,5,3
CCOC(=O)c1c(NC(=O)C2Cc3ccccc3C(=O)O2)sc2c1CCCC2 (centres undefined),3,3,-4,-12,-9,4,-3,0,0
Cc1cc(C)c(S(=O)(=O)N2CCOC2CNC(=O)C(=O)NCc2cccnc2)c(C)c1 (centres undefined),4,3,-3,8,-3,1,3,6,2
COC(=O)c1ccc(C)c(-n2c(=O)n(Cc3ccccc3)c(=O)c3[nH]cnc32)c1,3,-3,4,-4,1,-2,-3,9,2
O=C1CCCCC(=O)c2ccccc2N1,0,-10,-3,4,3,6,-3,5,-2
COc1ccccc1CN1Cc2cccc3c2[C@@H](CC1=O)[C@H](O)[C@H](O)C3,5,3,2,.,2,-2,-2,3,-1
Cc1cccc(Nc2ccncc2S(N)(=O)=O)c1,1,.,2,0,2,.,-1,.,1
O=[N+]([O-])c1ccc2[nH]c(O)c(N=NC(=S)NCC3CCCO3)c2c1 (centres undefined),1,-2,9,40*,4,-4,2,4,-3
CCOC(=O)N1CCN(C(=O)COc2cccc3c2CCN(Cc2ccc(F)cc2)C3=O)CC1,1,-1,8,4,-3,12,2,0,2
Cc1cccc(CN2CCC(Oc3ccc(C(=O)N4CCCCC4)cc3)CC2)c1,-2,2,8,-3,-7,8,3,7,-2
O=C(NC1CC2CCC(C1)N2C(=O)NCc1ccccc1)NC12CC3CC(CC(C3)C1)C2 (centres undefined),1,8,-1,3,6,6,0,1,1
COC(=O)c1[nH]c2cccc(OC)c2c1NC(=O)CN1CCOCC1,3,-2,-7,11,4,8,-2,3,-3
OCc1nc2ccccc2n1CC(O)COc1ccccc1 (centres undefined),-1,-4,11,-3,0,4,-3,5,3
COc1ccc([C@@H]2[C@@H]3C(=O)N(C(C)(C)C)C(=O)[C@@H]3[C@]3(Cc4ccccc4)C(=O)N(c4cccc(Cl)c4)C(=O)N23)cc1,3,5,12,-1,-7,2,-7,1,-3
O=C(Cn1cnc2c(cnn2-c2ccc(F)cc2)c1=O)OCc1ccccc1,4,3,-2,2,7,1,0,0,-1
CCCc1c(C)[nH]c2ccc(NC(C)=O)cc2c1=O,4,-9,13,9,2,7,3,-3,0
